# a7 integrin act = activators of alpha7 integrin expression for muscular dystrophy; Potency, µM (titrated, usually from 38.3 µM), for the others: at the highest dose activation, most hits filed as activators; 0.064% of 350,000 active; alpha7betagal myoblasts, beta-gal FDG fluorescence, 48 h; AID 624291;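 further: potency means the concentration at half of the fitted maximal effect; 100% = response of the positive control SU9516; nearly all actives have a fitted effect of over 60% in size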
#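 Alpha7betagal+/- myoblasts (passage 13) were plated 16-24 hr, then exposed to compounds (1:260 dilution of DMSO stock) for 48 hours at 37C. After MPER lysis, β-galactosidase reporter activity was read as FDG fluorescence (ex 480/em 540) after 30 minutes.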
# TCR act = T cell receptor activation. primary human leukocytes, anti-CD3, IL-2 HTRF, 48 h. Potency, µM (series often up to 9.22 µM), for inactives: at the highest dose activation of IL-2 secretion, usual class: activators. 330,000 tested, under 10 active; further: % of control where 0% means no effect
#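 HTRF read-out of IL-2 secretion: europium cryptate donor excited at 320nm, d2 acceptor emission at 665nm. Cells were primary human leukocytes incubated 48 hr with compounds and a-CD3 beads, supplying TCR signal only.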
# TSG101-PTAP inh = blocks PTAP/TSG101 interaction to inhibit HIV-1 budding; Q99816; Fluorescence polarization, FITC-PTAP peptide / Tsg101 binding; Potency, µM (highest dose often 115 µM), without a hit: top-dose activity change, negative = inhibition, most hits filed as inhibitors; 340,000 tested, under 10 active; active means well fitted inhibition curve with a large enough effect in the main read-out, with a control signal flat, not every such curve was filed as active; inconclusive means small, poorly fitted or top-dose-only effect, or effect the other way, or a change in a side signal; inactive means no such curve, though single readings can be large or run the other way; further: potency means the concentration at half of the fitted maximal effect; % of control where 0% means no effect
#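 Steps: Tsg101 binding domain dispensed (10 uM final), compounds pinned in DMSO, FITC-labeled PTAP-motif peptide added (50 nM final); after 20 min binding at room temperature, polarization measured.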
# Tb PFK inh = inhibitors of T. brucei phosphofructokinase. O15648. T. brucei PFK, ADP-Glo luminescence. Potency, µM (highest dose often 57.5 µM), for inactives: at the highest dose activity, negative = inhibition, usual class: inhibitors. 0.17% of 330,000 active;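 further: potency means the concentration at half of the fitted maximal effect; 0% = uninhibited 1x PFK enzyme wells and -100% = no-enzyme wells; nearly all actives have a fitted effect of over 60% in size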
#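 Luminescent ADP detection (ADP-Glo, two-step: ATP depletion then ADP-to-ATP conversion for luciferase) reported PFK activity after 45 min room-temperature reaction of 1.25 nM enzyme with 0.5 mM F6P and 0.1 mM ATP at pH 8.0.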
# A-T KAP1 phos = candidate therapy for ataxia-telangiectasia; […] A-T fibroblasts, KAP-1 phosphorylation AlphaLISA; neocarzinostatin DNA damage 30 min before lysis; Potency, µM (doses to about 57.5 µM), for inactives: at the top dose activation, most hits filed as activators; 0.19% of 320,000 active; further: potency means the concentration at half of the fitted maximal effect; % of control where 0% means no effect; nearly all actives have a fitted effect of over 45% in size
#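 hTERT-immortalized A-T patient fibroblasts ([…]), 500 cells/well in OPTI-MEM, 1% FBS, got compounds for 60 min, then NCS for 30 min at 37C. Lysates were then assayed for phospho-KAP-1 by AlphaLISA (anti-pKAP1 donor, anti-KAP1 acceptor beads), 6 hr at 25C.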
# TSHR antagonist = antagonists of human thyroid stimulating hormone receptor | TSHR-expressing cells, TSH-stimulated cAMP HTRF, 2 h; hits give low values | activity change, negative = inhibition, % at 11.5 µM | 0.2% of 330,000 active | AID 504810;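 active means activity change below a set negative limit, meaning inhibition stronger than a set level, cut at about -70% in these data; inconclusive means activity change between two set negative limits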; further: on the % scale 0 is the no-effect control and ±100 the full control effect
#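 Antagonism was scored as loss of TSH-driven cAMP in TSHR cells, stimulated with 4nM TSH (EC80) for 2 hours at 37 deg C and detected by homogeneous HTRF competition immunoassay.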
# ASM inhibitor = human S-ASM enzyme inhibition; placental ASM, HMU-PC fluorogenic substrate, 60 min; Potency, µM (doses to about 57.5 µM), inactives show top-dose activity change, negative = inhibition, actives largely listed as inhibitors; 0.006% of 340,000 active; further: potency means the concentration at half of the fitted maximal effect
# Target sequence (P17405 47-631 limits assumed): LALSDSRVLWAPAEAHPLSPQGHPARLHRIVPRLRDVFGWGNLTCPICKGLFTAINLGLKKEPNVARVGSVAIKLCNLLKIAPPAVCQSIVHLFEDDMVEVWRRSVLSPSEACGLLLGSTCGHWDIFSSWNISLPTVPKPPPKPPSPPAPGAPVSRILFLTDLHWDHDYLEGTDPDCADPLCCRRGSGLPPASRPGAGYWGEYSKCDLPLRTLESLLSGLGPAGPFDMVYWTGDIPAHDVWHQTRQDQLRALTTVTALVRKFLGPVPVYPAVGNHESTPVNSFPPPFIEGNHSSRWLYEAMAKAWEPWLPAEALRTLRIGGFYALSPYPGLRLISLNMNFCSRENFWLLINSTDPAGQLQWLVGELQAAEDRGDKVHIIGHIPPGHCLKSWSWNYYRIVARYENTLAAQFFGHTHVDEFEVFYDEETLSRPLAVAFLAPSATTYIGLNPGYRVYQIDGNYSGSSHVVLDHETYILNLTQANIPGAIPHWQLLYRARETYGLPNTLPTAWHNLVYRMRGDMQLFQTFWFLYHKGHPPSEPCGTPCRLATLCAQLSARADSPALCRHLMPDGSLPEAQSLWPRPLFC
#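 HMU-PC0 cleavage (9 uM final) by human placental ASM, 60 min at 37 °C following 10 min compound exposure at RT; stopped at pH 10, fluorescence Ex 386/Em 447 nm.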
# BCR signal inh = blocks chronic active B-cell receptor signaling. ABC-DLBCL IkBa-CBG/CBR reporter, luminescence ratio, 4 h. Potency, µM (highest dose often 46.1 µM), inactives show at the highest dose ratio change, negative = lower green/red ratio, hits mostly inhibitors. 0.05% of 340,000 active. AID 493014; active means well fitted inhibition curve with a large enough effect in the signal ratio, with a control signal flat, not every such curve was filed as active; inconclusive means small, poorly fitted or top-dose-only effect, or effect the other way, or a change in a side signal; the % refers to the signal ratio;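 further: potency means the concentration at half of the fitted maximal effect; plate controls were basal doxycycline-induced cells for no effect and cells given 10 µM MG132 for full effect; MG132 reads +100%, hits lower the ratio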
#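 Doxycycline induced both beetle luciferases in TMD8 lymphoma cells; IKK-driven degradation limits the IkappaBalpha-fused green signal, while red luminescence normalises for cell number and nonspecific effects. Compounds tested up to 46 uM, 4 hrs.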
# Mito fusion yeast = inhibitors of mitochondrial division or activators of mitochondrial fusion; S. cerevisiae fusion-defective mutant growth rescue, CellTiterGlo 48 h; Potency, µM (doses to about 46.1 µM), for inactives: at the highest dose growth rescue (activation), hits mostly activators; 0.23% of 320,000 active;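 further: potency means the concentration at half of the fitted maximal effect; % of control where 0% means no effect; nearly all actives have a fitted effect of over 45% in size; temperature-sensitive fusion mutants such as fzo1-1 at 37 °C on non-fermentable ethanol glycerol medium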
#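 Temperature-sensitive fusion-defective S. cerevisiae (e.g. fzo1-1, mgm1-5) were grown with compound in YPEG medium (3% ethanol, 3% glycerol) for 48 hours at 37C. Growth rescue was measured as viability by CellTiterGlo luminescence after 10 minutes at ambient.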
# ELG1 repair inh = ELG1-dependent DNA repair inhibition; Potency, µM (series often up to 46.1 µM), for inactives: top-dose activity change, negative = inhibition, usual class: inhibitors; 2.3% of 330,000 active; HEK293T ELG1-luciferase reporter, luminescence, 16 h; DNA damage induced by 5-fluorouridine; AID 504467; further: potency means the concentration at half of the fitted maximal effect; on the % scale 0 is the no-effect control and ±100 the full control effect; nearly all actives have a fitted effect of over 55% in size
#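 5-Fluorouridine DNA damage + compound/DMSO, 2,000 cells/well, 16 h, 37 °C/5% CO2. ONE-Glo, 30 min RT, luminescence. Readout = decrease in reporter signal.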
# Eya2 inh = blocks the phosphatase activity of human Eya2. 0.006% of 330,000 active. AID 488837. O00167. recombinant Eya2, OMFP fluorescence dephosphorylation (OMFP is methylfluorescein phosphate). Potency, µM (series often up to 76.9 µM), for inactives: top-dose activity, negative = inhibition, hits mostly inhibitors; further: potency means the concentration at half of the fitted maximal effect; on the % scale 0 is the no-effect control and ±100 the full control effect
#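 Eya2 (0.2 uM) preincubated 10 min at ambient with compound, then OMFP substrate added at 50 uM; 10 min reaction in 50 mM HEPES pH 7.5, 50 mM NaCl, 5 uM MgCl2, 0.05% BSA, 1 mM DTT. Fluorescence read at Ex 485/Em 525 nm.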
# * hit, by the source's call; ? = inconclusive; . = no result given; [ ] = remark or other dose. Unless noted, the call rests on the fitted dose curve; in most records, active means well fitted curve in the direction sought with a large enough effect; inconclusive means small, poorly fitted or top-dose-only effect, or another doubt; inactive means no such curve, though single readings can be large; an effect the other way counts as inactive or inconclusive. No enrichment for hits. About 3.2% of those tested had a hit in this group.
mol,a7 integrin act,TCR act,TSG101-PTAP inh,Tb PFK inh,A-T KAP1 phos,TSHR antagonist,ASM inhibitor,BCR signal inh,Mito fusion yeast,ELG1 repair inh,Eya2 inh
COC(=O)[C@H](Cc1ccccc1)NC(=O)Nc1ccc(OC)cc1,?,2%,-2%,-1%,-6%,-2,3%,4%,5%,13%,11%
O=C(c1cc(S(=O)(=O)N2CCOCC2)c(Cl)cc1Cl)N1CCCCC1,2%,-3%,-3%,-5%,5%,-5,-3%,0%,-2%,?,11%
CC1CC(C)CN(C(=O)COC(=O)c2cc3ccccc3oc2=O)C1 (configuration not stated),22%,2%,-2%,5%,20%,-3,4%,?,.,?,-5%
CCN(CC(=O)Nc1ccc(NC(C)=O)cc1)C(=O)C1(c2ccccc2)CC1,-5%,-2%,1%,-7%,1%,2,1%,?,1%,-10%,0%
CCn1c(SCC(=O)OCc2ccccc2)nc2c1c(=O)n(C)c(=O)n2C,-31%[7.66 µM],11%,2%,-1%,-4%,-2,-2%,1%,6%,?,-5%
Cc1ccc(S(=O)(=O)N2CC(O)CC2C(=O)OCC(=O)Nc2ccc([N+](=O)[O-])cc2C(F)(F)F)cc1C (configuration not stated),-3%,-3%,0%,0%,6%,.,-1%,1%,.,11%,5%
Cc1ccc(C)c(CN2C(=O)COc3ccccc32)c1,10%,3%,2%,1%,16%,-16,3%,-4%,-4%,-9%,-9%
CC(C)n1cc(CN2CCC(n3nccc3NC(=O)Cc3ccccc3)CC2)cn1,-18%,6%,-2%,-1%,?,-2,4%,7%,-1%,16%,10%

# Whole records as entered above. Screens in order: a7 integrin act | TCR act | TSG101-PTAP inh | Tb PFK inh | A-T KAP1 phos | TSHR antagonist | ASM inhibitor | BCR signal inh | Mito fusion yeast | ELG1 repair inh | Eya2 inh
# CC(C)n1cc(CN2CCC(n3nccc3NC(=O)Cc3ccccc3)CC2)cn1 is listed with -18% | 6% | -2% | -1% | ? | -2 | 4% | 7% | -1% | 16% | 10%
# Cc1ccc(S(=O)(=O)N2CC(O)CC2C(=O)OCC(=O)Nc2ccc([N+](=O)[O-])cc2C(F)(F)F)cc1C (configuration not stated) is listed with -3% | -3% | 0% | 0% | 6% | . | -1% | 1% | . | 11% | 5%
# CC1CC(C)CN(C(=O)COC(=O)c2cc3ccccc3oc2=O)C1 (configuration not stated) is listed with 22% | 2% | -2% | 5% | 20% | -3 | 4% | ? | . | ? | -5%
# Cc1ccc(C)c(CN2C(=O)COc3ccccc32)c1 is listed with 10% | 3% | 2% | 1% | 16% | -16 | 3% | -4% | -4% | -9% | -9%
# CCN(CC(=O)Nc1ccc(NC(C)=O)cc1)C(=O)C1(c2ccccc2)CC1 is listed with -5% | -2% | 1% | -7% | 1% | 2 | 1% | ? | 1% | -10% | 0%

# Ordered by heavy-atom count (high to low): part of the list above.
mol,a7 integrin act,TCR act,TSG101-PTAP inh,Tb PFK inh,A-T KAP1 phos,TSHR antagonist,ASM inhibitor,BCR signal inh,Mito fusion yeast,ELG1 repair inh,Eya2 inh
Cc1ccc(S(=O)(=O)N2CC(O)CC2C(=O)OCC(=O)Nc2ccc([N+](=O)[O-])cc2C(F)(F)F)cc1C (configuration not stated),-3%,-3%,0%,0%,6%,.,-1%,1%,.,11%,5%
CC(C)n1cc(CN2CCC(n3nccc3NC(=O)Cc3ccccc3)CC2)cn1,-18%,6%,-2%,-1%,?,-2,4%,7%,-1%,16%,10%
O=C(c1cc(S(=O)(=O)N2CCOCC2)c(Cl)cc1Cl)N1CCCCC1,2%,-3%,-3%,-5%,5%,-5,-3%,0%,-2%,?,11%

# Remaining list, next part:
mol,a7 integrin act,TCR act,TSG101-PTAP inh,Tb PFK inh,A-T KAP1 phos,TSHR antagonist,ASM inhibitor,BCR signal inh,Mito fusion yeast,ELG1 repair inh,Eya2 inh
C=CCN(CC=C)C(=O)COn1nnc2ccc(S(=O)(=O)N3CCOCC3)cc21,-30%,-1%,0%,-4%,-2%,1,1%,0%,-4%,2%,1%
COc1cccc(C(=O)/C(C#N)=N/Nc2cccc(-c3ccnc(C)n3)c2)c1,0%,6%,-4%,24%,-7%,-27,-5%,?,10%,?,3%
CC(C)(C)NC(=O)c1oc2ccccc2c1COc1ccccc1,4%,2%[46.1 µM],-1%,3%,.,25,-10%,?,14%,8%,-8%
CC(C)(C)C(=O)NC1CCN(S(=O)(=O)c2ccccc2F)CC1,12%,4%,-6%,-5%,3%,12,0%,6%,1%,3%,24%
COc1ccc(OC(C)C(=O)N2CCc3ccccc3C2)cc1 (configuration not stated),9%,17%,-7%,-1%,6%,-2,2%,0%,5%,-16%,-12%
COc1ccc(CCN2C(=NC(=O)CC(C)C)SC3CS(=O)(=O)CC32)cc1 (configuration not stated),-12%,7%,-3%,1%,0%,0,-1%,?,-3%,-15%,-1%
NC(=O)CSc1oc(-c2ccco2)nc1S(=O)(=O)c1ccc(Cl)cc1,-15%,1%,-2%,-3%,-5%,5,1%,11%,7%,6%,0%
COc1cccc(CN(C)CC2CCCN(CCc3ccc(Cl)cc3)C2)c1OC (configuration not stated),-58%[inhibitor],.,2%,0%,3%,10,2%,-2%,-4%,?,14%

# Source: PubChem BioAssay
